TRPM1 prom inh: inhibitors of MITF-dependent TRPM1 promoter reporter, primary screen, cell-based, SK-MEL-5, single point, luciferase; SK-MEL-5 TRPM1 promoter luciferase, 24 h; inhibition, % at 12.5 µM; 0.83% of 330,000 active;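 active = mean inhibition across replicates of 60% or more, whatever share of single replicates reaches that level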; note: values of inactives mirror those of a sister screen read the other way
NR2E3 ag-1: inhibitors of NR2E3-RetCOR corepressor binding, primary screen, NR2E3 agonist project, biochemical, TR-FRET, GST-NR2E3, biotin-RetCOR | Photoreceptor-specific nuclear receptor (Homo sapiens), Q9Y5X4 | 1536-well | inhibition of corepressor binding, % at 4.78 µM | 0.12% of 320,000 active | AID 2300, 2010;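 active = percent inhibition above the cutoff of mean plus 3 SD of all tested compounds, set per screening campaign, cut at about 20% in these data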;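 note: 0% = DMSO wells and 100% = biotin wells as full block of FRET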
Target sequence (Q9Y5X4 whole entry, looked up): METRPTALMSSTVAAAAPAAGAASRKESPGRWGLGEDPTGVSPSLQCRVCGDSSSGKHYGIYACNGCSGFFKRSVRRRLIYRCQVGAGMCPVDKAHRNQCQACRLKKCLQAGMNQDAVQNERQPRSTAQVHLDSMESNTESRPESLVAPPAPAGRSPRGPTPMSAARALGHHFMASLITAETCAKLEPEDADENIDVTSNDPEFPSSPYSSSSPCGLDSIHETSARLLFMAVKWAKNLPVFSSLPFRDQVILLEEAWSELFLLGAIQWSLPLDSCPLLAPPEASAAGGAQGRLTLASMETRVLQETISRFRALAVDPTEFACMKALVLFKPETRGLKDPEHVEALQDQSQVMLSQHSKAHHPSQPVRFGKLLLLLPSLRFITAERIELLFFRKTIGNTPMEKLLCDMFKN
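Material: NR2E3–RetCOR corepressor complex / Incubation: Compound–protein incubation for 5 h at 4 °C / Dosing: compound at 4.8 µM, single dose / Detection: time-resolved FRET / Benchmarks: high control biotin, low control 0.6% DMSO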
Peg3 prom inh: Peg3 promoter-driven luciferase inhibitors, primary screen, cell-based, HeLa, luciferase luminescence; AID 588405, 2011; inhibition, % at 20 µM; 1.7% of 360,000 active; HeLa PEG-Prom luciferase reporter, overnight;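 active = inhibition of at least 50% at 20 µM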
Cardio protect: cardioprotection against H2O2-induced cell death, primary screen, uHTS, H9c2 cells, ATPLite luminescence; H9c2 cardiomyocytes, H2O2 injury protection, 2 h; protection from H2O2 cell death, % at 20 µM; 0.63% of 360,000 active;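 active = compounds giving at least 50% protection of heart cells from peroxide-induced death in the single-dose screen, raw or plate-pattern-corrected value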;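 note: 0% = DMSO wells with peroxide and 100% = DMSO wells without peroxide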
Shn3 3UTR inh: reduction of Shn3 3'UTR firefly luciferase signal, primary screen, Schnurri-3 inhibitor project, cell-based, Clone20 osteoblasts, set 2. Clone20 osteoblast Shn3 3'UTR firefly luciferase, 24 h. inhibition, % at 12.5 µM. 0.52% of 360,000 active. AID 588674, 2011;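 active = mean inhibition of at least 75% with every replicate also reaching 75%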;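 note: 0% = median of neutral control wells and 100% = pilot-screen positive control compound; some compounds past the cut are filed as inactive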
HTR2A ag: mouse Htr2a agonists via beta-arrestin recruitment, primary screen, cell-based, luminescence; activation, % at 7.6 µM; 0.66% of 360,000 active; CHO-K1 mHTR2A beta-arrestin complementation; percent of 30 µM serotonin response;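 active = activation above a run cutoff, the mean activation of all tested compounds plus 3 SD, cut at about 14% in these data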;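 note: 0% = plate median of compound wells and 100% = 30 µM serotonin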
PDI inh: inhibitors of human PDI, primary screen, biochemical, turbidity, single point, plate reader. 0.052% of 350,000 active. PDI insulin aggregation turbidity, A650, 90 min. inhibition, % at 10 µM. Protein disulfide-isomerase (Homo sapiens), P07237;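 active = mean inhibition across replicates of 30% or more, whatever share of single replicates reach that level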;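 note: absorbance from insulin aggregation driven by PDI reduction with DTT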
Target sequence (P07237 whole entry, looked up): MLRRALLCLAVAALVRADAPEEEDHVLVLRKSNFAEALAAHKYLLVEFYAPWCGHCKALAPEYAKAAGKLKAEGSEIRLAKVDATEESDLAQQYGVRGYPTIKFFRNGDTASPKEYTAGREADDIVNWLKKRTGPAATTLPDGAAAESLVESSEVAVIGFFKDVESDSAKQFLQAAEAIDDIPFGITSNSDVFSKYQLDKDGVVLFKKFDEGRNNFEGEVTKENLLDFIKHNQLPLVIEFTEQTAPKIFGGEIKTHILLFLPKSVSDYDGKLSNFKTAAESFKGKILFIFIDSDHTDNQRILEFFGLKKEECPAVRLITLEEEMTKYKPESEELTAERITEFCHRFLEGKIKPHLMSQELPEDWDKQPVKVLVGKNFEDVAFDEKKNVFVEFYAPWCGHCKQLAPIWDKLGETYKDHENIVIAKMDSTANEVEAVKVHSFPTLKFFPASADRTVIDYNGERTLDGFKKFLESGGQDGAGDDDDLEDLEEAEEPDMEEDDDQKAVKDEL
NR2E3 ag-2: NR2E3 agonists in two-hybrid cells, primary screen, cell-based, luminescence, CHO-S, Gal4-NCOR/VP16-NR2E3; luciferase; AID 602229, 2012; inhibition of corepressor binding, % at 3.98 µM; 0.35% of 360,000 active;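 active = inhibition above the mean of all tested compounds plus 3 SD, cut at about 70% in these data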;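 note: 0% = DMSO with NR2E3 transfected cells and 100% = cells lacking NR2E3 construct; higher means lower luciferase signal from less NR2E3 corepressor binding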
CaV13 ICDI inh: Primary screen for inhibitors of IQ motif and Ca2+-dependent inactivation inhibitor domain binding in CACNA1D, Förster resonance energy transfer in living cells, … | 0.098% of 340,000 active | inhibition, % at 12.3 µM | HEK cells, CFP/YFP FRET ICDI-IQ, plate reader, 10 min; percent FRET-ratio fall versus neutral wells;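 active = mean replicate inhibition of at least 30% and at least 1% of replicates passing that level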;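 note: 0% = median of the neutral control wells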
hiPSC survival: enhancers of single-cell hiPSC survival, primary screen, ATPlite luminescence | 100% = ROCK inhibitor wells, 0% = DMSO | survival enhancement, % at 20 µM | 0.044% of 360,000 active; in the data active = survival enhancement above about 18%;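 note: cells exposed to compounds for 16 hours before the ATP read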
HIF-2a inh: HIF-2a reporter inhibitors, primary screen, luminescence, 786-0 RCC cells; 786-0 RCC cells HIF-2a reporter, luciferase luminescence, overnight; inhibition, % at 18.8 µM; 0.72% of 360,000 active; AID 624352, 2012;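 active = inhibition of the luminescence signal of 40% or more relative to plate controls, in a single-dose primary screen at 18.75 µM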
Numbers without * were called inactive; / = not tested or not shown; & = joins results of further samples. Rows were taken by chance; about 3.9% have a hit in one of these screens.

SMILES	TRPM1 prom inh	NR2E3 ag-1	Peg3 prom inh	Cardio protect	Shn3 3UTR inh	HTR2A ag	PDI inh	NR2E3 ag-2	CaV13 ICDI inh	hiPSC survival	HIF-2a inh
Cc1nc(Cc2nnc(SCC(=O)N(C)c3ccccc3)o2)cs1	6	2	12	-7	16	-1	1	-3	-7	-0.2	12
COc1ccc(CCNC2=NCCS2)cc1OC	-1	-2	6	9	-6	5	7	15	-5	-0.6	16
O=C(Nc1ccccc1)N1CCNCC1	5	1	4	8	-3	9	0	22	-2	0.3	20
CC(C)[C@H](NC(=O)C1CCN(S(=O)(=O)c2ccccc2)CC1)C(=O)NCc1ccco1	0	3	-1	-2	4	-4	-6	11	-17	-0.1	4
Cc1cc(NC(=O)c2cc(-c3ccc(O)cc3)on2)no1	-51	1	-168	-3	-44	-6	12	-38	-7	1.6	-180
Cc1cc(OC(C)C(=O)NCC2CCC(C(=O)O)CC2)c2c(C)cc(=O)oc2c1 (centres undefined)	-16	-1	8	-3	8	-1	/	-12	/	1.4	-5
COc1ccc(/C=N/NC(=O)c2[nH]nc3c2CCc2ccccc2-3)cc1OC	19	4	-27	25	-13	-5	-15	16	10	-1.4	-3
COc1ccc(NS(=O)(=O)c2cccc(NC(=O)CCS(=O)(=O)c3ccccc3)c2)cc1	4	-2	19	-6	41	-4	-6	-3	-2	0.2	15
CCOc1cc(C(=O)OC(C)C(=O)Nc2ccc(NC(C)=O)cc2)ccc1OCC(=O)N1CCCCC1 (centres undefined)	4	0	17	4	-5	7	-1	9	-6	-0.4	17
CCCNC(=S)N1CCN(Cc2ccc3c(c2)OCO3)CC1	6	3	4	-1	24	4	1	6	3	1.4	11
Cc1cc(C)n(C(=O)c2ccc(S(=O)(=O)NCC3CCCO3)cc2)n1 (centres undefined)	-4	3	7	-8	-5	7	4	-7	/	-1.7	-1
COc1ccc(C(=O)CC(Nc2ccc([N+](=O)[O-])cc2)c2ccc(OC)cc2)cc1 (centres undefined)	-4	-4	-6	-2	0	-5	-12	-31	-8	-3.3	-2
O=C(CCCOc1ccc(Cl)cc1Cl)NN1CCOCC1	6	2	5	2	2	1	4	2	-3	-2.6	-12
O=C(OCn1ncc(Br)c(Br)c1=O)c1ccc(F)cc1	85*	9	109*	-28	98*	-5	-9	53	/	-2.7	93*
OC(c1ccc(F)c(F)c1)c1nc(-c2cnc3ccccc3c2)cs1 (centres undefined)	/	/	-161	-11	-27	2	8	-82	-6	-0.6	-265
CCCN1CCC(=O)N([C@H](CSc2ccccc2)c2ccccc2)CC1	-61	3	-165	3	-25	-7	1	-46	-7	-3.9	-203
C[C@H]1CN([C@@H](C)CO)C(=O)CCCn2nncc2CO[C@@H]1CN(C)S(=O)(=O)c1ccccc1	/	/	10	3	1	-1	-10	-12	-4	1.4	8
Cc1cccc(NC(=O)c2nc[nH]c2C(=O)NC[C@H](C)O)c1	/	/	11	2	-15	2	4	-21	-3	4.1	-10
O=C(Nc1ccon1)c1ccc(Cl)c(S(=O)(=O)N2CCCCC2)c1	8	1	-1	18	5	-6	4	1	/	-0.6	4
Cc1ccc(-c2nc3sc4c(N)ncnc4c3c3c2CCCC3)cc1	15	-3	26	-4	6	-2	9	9	-9	-1.4	24
O=c1oc2ccccc2c(N2CCOCC2)c1[N+](=O)[O-]	11	1	3	-5	3	1	1	-10	-1	1.2	16
Cc1ccc(S(=O)(=O)NNC(=O)c2cc3cc4ccccc4nc3s2)cc1	13	4	-5	13	-19	-2	1	-12	-4	0.2	2
C/C(=N/NC(=O)c1ccccn1)c1c[nH]c2ccccc12	-54	-1	-274	-6	-166	-1	6	-132	5	-0.9	-290
c1cn2c(NC3CCCCC3)c(-c3ccc(SC4CCCCC4)cc3)nc2cn1	-18	0	-51	-14	-11	-3&0	-3	-3&16	23&-17	-2.0&0.0	-98&-40
COc1ccccc1C(c1nnnn1CS(=O)(=O)c1ccc(C)cc1)N1CCSCC1 (centres undefined)	7	5	15	3	11	1	4	-31	/	-1.4	-5
(further entries)
SMILES	TRPM1 prom inh	NR2E3 ag-1	Peg3 prom inh	Cardio protect	Shn3 3UTR inh	HTR2A ag	PDI inh	NR2E3 ag-2	CaV13 ICDI inh	hiPSC survival	HIF-2a inh
Cc1cc(C)n2nc(C(=O)OC(C)C(=O)c3ccccc3)nc2n1 (centres undefined)	-7	1	13	-5	2	1	6	-20	-6	-0.2	9
COc1ccc(S(=O)(=O)Cc2ccc(C(=O)N3CCN(C(=O)c4ccco4)CC3)o2)cc1	5	-2	-3	5	0	6	2	21	18	1.3	0
O=C(Cn1ncc2c3ccccc3n(Cc3ccccc3)c2c1=O)N1CCN(c2ncccn2)CC1	10	-2	13	1	26	1	-10	-9	/	1.0	12
O=C(NCc1ccco1)C1CCCN(S(=O)(=O)c2cc(Cl)ccc2Cl)C1 (centres undefined)	-6	4	14	-3	12	-4	2	-3	-8	0.4	14
CC(C)N(Cc1cnn(C)c1)Cc1nc(Cc2ccccc2Cl)no1	11	3	3	-2	2	4	-2	14	-1	-0.6	18
c1ccc2c(c1)CC(N1CCCCC1)c1ccccc1N2 (centres undefined)	-4	0	-14	-3	-3	-4	8	-40	-5	1.2	7
COc1cccc(NC(=O)C(Sc2nc3ccccc3c(=O)n2CC(C)C)c2ccccc2)c1 (centres undefined)	-8	4	18	10	17	-2	-4	-26	-3	-1.4	4
CC(C)Cc1nc(N2CCN(C(=O)C(C)C)CC2)c(C#N)c2c1CCC2	2	-1	7	-9	15	0	7	-15	-4	-3.2	18
O=S(=O)(c1ccc(NC2CCCc3ccccc32)nc1)N1CCOCC1 (centres undefined)	32	-2	6	-5	16	0	-5	18	-5	-1.9	12
O=C(O)c1ccccc1-c1nnc2c(Cl)cc(C(F)(F)F)cn12	14	1	17	0	3	2	-1	-3	-5	0.0	9
COc1cc(C2c3cc4c(cc3OC(NNC(N)=O)C2C)OCO4)cc(OC)c1OC (centres undefined)	49	/	-19	-3	-8	1	4	40	-8	-2.2	26
Cc1noc(C)c1COc1ccc(C(=O)OCC(=O)N2c3ccccc3NC(=O)C2(C)C)cc1	10	2	2	9	27	-7	9	-3	/	3.1	20
CCOC(=O)Cc1csc(NC(=O)CSC2=NCCS2)n1	13	-1	-11	-1	5	-3	-5	-24	-6	0.6	5
O=C(NCCc1nc2ccccc2[nH]1)/C(=C/c1ccc(F)cc1)NC(=O)c1ccco1	1	-1	-2	4	-5	-5	-6	10	-5	-0.2	13
CCCNC(=O)C1(C)CCN(C(=O)COc2ccc(C(C)(C)C)cc2)C1 (centres undefined)	/	/	-48	-2	4	10	3	-16	-5	-1.9	-45
CCCN(CCC)CCNC(=O)c1cc2c(-c3ccc(Cl)cc3)nn(C)c2s1	4	-2	76*	-16	25	30*	1	17	-4	-0.4	36
COc1ccc2nc(SCC(=O)NC3CCCCC3C)[nH]c2c1 (centres undefined)	16	2	21	-9	4	-3	-4	-38	-2	-0.9	10
CCN(c1ccc(C)cc1C)S(=O)(=O)c1nnc(NC(=O)C(C)C)s1	5	/	23	-7	21	8	4	-8	-21	-0.3	12
CCCn1c(=O)n(CC(=O)NCC2CCCO2)c(=O)c2c3c(sc21)COC(C)(C)C3 (centres undefined)	2	2	-1	4	19	1	1	-21	-13	-0.5	11
COc1cccc(CNC(=O)C2CCN(S(=O)(=O)c3ccc4c(c3)CCC(=O)N4)CC2)c1	-3	-1	6	-1	1	-3	-4	-30	1	-0.6	5
CCO[C@H]1OC(C(=O)N2CCOCC2)=C[C@@H](c2ccc(C(F)(F)F)cc2)[C@@H]1CCCO	2	2	-3	-6	-10	1	1	11	-9	0.9	10
CCOc1ncccc1C(=O)NCC(c1ccccc1)N(C)C (centres undefined)	11	-4	-8	14	12	1	-8	-33	-2	0.0	-3
CCC(=O)c1ccc(OCC(=O)Nc2ccc3nc(C)sc3c2)cc1	-4	1	-1	1	21	1	2	25	2	-0.7	-13
Cc1ccc(NC(=O)c2ccc3c(=O)n4c(nc3c2)CCCCC4)nc1	-38	1	-132	-5	-32	-2	-5	-22	-6	-0.4	-158
O=C(COc1ccccc1)NNc1nc2c(F)cccc2s1	15	2	15	-6	9	2	1	-9	-3	1.8	7

Complete entries, looked up by structure.
Record of COc1cc(C2c3cc4c(cc3OC(NNC(N)=O)C2C)OCO4)cc(OC)c1OC (centres undefined) → TRPM1 prom inh = 49; NR2E3 ag-1 = /; Peg3 prom inh = -19; Cardio protect = -3; Shn3 3UTR inh = -8; HTR2A ag = 1; PDI inh = 4; NR2E3 ag-2 = 40; CaV13 ICDI inh = -8; hiPSC survival = -2.2; HIF-2a inh = 26
Record of CCCn1c(=O)n(CC(=O)NCC2CCCO2)c(=O)c2c3c(sc21)COC(C)(C)C3 (centres undefined) → TRPM1 prom inh = 2; NR2E3 ag-1 = 2; Peg3 prom inh = -1; Cardio protect = 4; Shn3 3UTR inh = 19; HTR2A ag = 1; PDI inh = 1; NR2E3 ag-2 = -21; CaV13 ICDI inh = -13; hiPSC survival = -0.5; HIF-2a inh = 11
Record of CC(C)Cc1nc(N2CCN(C(=O)C(C)C)CC2)c(C#N)c2c1CCC2 → TRPM1 prom inh = 2; NR2E3 ag-1 = -1; Peg3 prom inh = 7; Cardio protect = -9; Shn3 3UTR inh = 15; HTR2A ag = 0; PDI inh = 7; NR2E3 ag-2 = -15; CaV13 ICDI inh = -4; hiPSC survival = -3.2; HIF-2a inh = 18

(listing goes on)
SMILES	TRPM1 prom inh	NR2E3 ag-1	Peg3 prom inh	Cardio protect	Shn3 3UTR inh	HTR2A ag	PDI inh	NR2E3 ag-2	CaV13 ICDI inh	hiPSC survival	HIF-2a inh
COc1ccc(N(C(=O)/C=C/C(=O)Nc2cc(C)on2)C(C(=O)NC2CCCC2)c2ccccc2C)cc1 (centres undefined)	13	-1	31	-7	-21	3	-5	22	5	0.6	29
O=C(COC(=O)/C=C/c1ccccc1[N+](=O)[O-])Nc1ccc(S(=O)(=O)N2CCOCC2)cc1	7	/	5	-6	6	0	6	4	-5	-2.0	7
CCc1ccccc1NC(=S)NNC(=O)c1ccccc1Cl	-6	1	-93	-1	-14	-2	-1	3	-3	-0.3	-210
O=C(CSc1nc2c(sc3ccccc32)c(=O)n1Cc1ccccc1)NCC1CCCO1 (centres undefined)	22	1	0	9	1	12	6	-12	-5	-1.1	13
Cc1cc(C)c2nc(N(CCCN(C)C)C(=O)C3=COCCO3)sc2c1	-22	1	25	12	-8	-12	7	-8	-3	-0.5	-5
CCOC(=O)C1=NN(c2cccc(Cl)c2)C2=NC(C)=C(C(=O)OC)C(c3cccs3)N12 (centres undefined)	-12	2	14	0	-7	3	-8	-2	-6	0.8	17
